KCNH2 3.1 inh: blocks the human KCNH2 3.1 channel isoform. AID 720553. U2OS KCNH2 3.1, thallium flux FluxOr; active compounds read low. 340,000 compounds, 0.95% hits. activity change, % (tested at about 1.8 µM);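 active = maximum activity change below -70%; inconclusive = maximum activity change from -70% to -50%; inactive = maximum activity change above -50%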;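 also: thallium influx rate constant from kinetic fluorescence after stimulation buffer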
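Kinetic fluorescence (2 min after stimulation buffer) measures Tl+ influx through KCNH2 3.1 expressed by viral transduction in U2OS cells; the rate constant is normalized against DMSO controls serving as positive and negative references.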
Eya2 inh: blocks the phosphatase activity of human Eya2; 330,000 compounds, 0.006% hits; O00167; recombinant Eya2, OMFP fluorescence dephosphorylation (OMFP is methylfluorescein phosphate); Potency, µM (titrated, usually from 76.9 µM), for the others: top-dose activity, negative = inhibition, hits mostly inhibitors; AID 488837; also: potency is read from the fitted curve at half-maximal effect
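Eya2 protein (added as 0.2 uM solution) was preincubated with compound for 10 min at ambient temperature in 50 mM HEPES pH 7.5, 50 mM NaCl, 5 uM MgCl2, 0.05% BSA, 1 mM DTT. OMFP (added at 50 uM) then reacted 10 min; fluorescence read at 485/525 nm.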
KCNH2 WT inh: blocks the wildtype human KCNH2 potassium channel. U2OS, BacMam KCNH2, thallium flux FluxOr; active compounds read low. activity change, % at 1.84 µM. 340,000 compounds, 0.37% hits. AID 720551;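 active = maximum activity change below -70%; inconclusive = maximum activity change between -70% and -50%; inactive = maximum activity change above -50%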
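U2OS cells were transduced with wild-type KCNH2 virus (2.03 x 10^8 / mL) for 4 h at room temperature, then cultured overnight at 37 C. Thallium flux was read with FluxOr dye. Rate constants were normalized to DMSO controls.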
Chronic BCR inh: inhibitors of chronic active B-cell receptor signaling. ABC-DLBCL IkBa-CBG/CBR reporter, luminescence ratio, 4 h. Potency, µM (titrated, usually from 46.1 µM), for the others: at the highest dose ratio change, negative = lower green/red ratio, usual class: inhibitors. 340,000 compounds, 0.05% hits. AID 493014; active = well fitted inhibition curve with a large enough effect in the signal ratio, with a control signal flat, not every such curve was filed as active; inconclusive = small, poorly fitted or top-dose-only effect, or effect the other way, or a change in a side signal; the % refers to the signal ratio;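 also: potency is read from the fitted curve at half-maximal effect; plate controls were basal doxycycline-induced cells for no effect and cells given 10 µM MG132 for full effect; MG132 reads +100%, hits lower the ratio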
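Compounds up to 46 uM were incubated four hours with TMD8 cells whose green CBG68 luciferase is fused to IkappaBalpha; red CBR luminescence normalised the signal, and concentration-effect curves were fitted to fusion, red and ratio data.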
uPA surface inh: cell surface uPA generation inhibition. cell surface uPA generation assay, qHTS. Potency, µM (series often up to 38.3 µM), for the others: at the highest dose activity change, negative = inhibition, most hits filed as inhibitors. 330,000 compounds, 0.31% hits. AID 540303; active = well fitted inhibition curve with a large enough effect; inconclusive = small, poorly fitted or top-dose-only effect; inactive = no such curve, though single readings can be large or run the other way; tested in mouse RAW 264.7 cells; also: potency is read from the fitted curve at half-maximal effect; nearly all actives have a fitted effect of over 55% in size
PKM2 act: increases activity of human pyruvate kinase M2. purified PKM2, Kinase-Glo ATP luminescence, activation; response scale: 0% is enzyme alone, no compound. 260,000 compounds, 0.34% hits. Potency, µM (series often up to 57.5 µM), for the others: top-dose activation, most hits filed as activators. AID 1631. P14618; also: potency is read from the fitted curve at half-maximal effect; nearly all actives have a fitted effect of over 55% in size
Target sequence (P14618 whole entry, looked up): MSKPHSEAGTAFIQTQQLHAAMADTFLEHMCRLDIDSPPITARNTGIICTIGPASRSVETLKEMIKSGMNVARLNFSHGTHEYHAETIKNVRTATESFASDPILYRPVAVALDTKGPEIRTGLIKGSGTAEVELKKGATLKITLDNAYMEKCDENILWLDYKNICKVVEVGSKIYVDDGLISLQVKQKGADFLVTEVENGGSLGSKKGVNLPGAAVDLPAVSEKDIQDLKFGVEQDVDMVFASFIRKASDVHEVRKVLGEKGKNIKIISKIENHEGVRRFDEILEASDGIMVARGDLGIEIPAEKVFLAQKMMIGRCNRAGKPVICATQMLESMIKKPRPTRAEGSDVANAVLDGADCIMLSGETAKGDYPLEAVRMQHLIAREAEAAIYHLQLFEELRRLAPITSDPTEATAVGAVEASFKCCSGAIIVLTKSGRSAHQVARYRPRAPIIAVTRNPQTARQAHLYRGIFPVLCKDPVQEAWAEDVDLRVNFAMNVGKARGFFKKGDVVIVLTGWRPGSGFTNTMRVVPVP
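Purified hPK-M2 (>95% pure) converted ADP (0.1 mM final) to ATP with 0.5 mM PEP in 50 mM imidazole pH7.2, KCl, MgCl2, Tween 20, BSA; 1 h at room temperature. ATP detected by Kinase-Glo luminescence.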
FBPA coupling cs: counter-screen for Giardia aldolase inhibitors: coupling enzyme system | coupling enzyme system counterscreen, AmpLite Red fluorescence | activity change, negative = inhibition, % at 58.2 µM, hits read low | 290,000 compounds, 0.67% hits | AID 2472; in the data active = activity change below about -30%
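First, compound is pin-transferred into glyceraldehyde-3-phosphate coupling-enzyme reagent at 57.5 uM final and held 10 min at RT. Next, substrate, coupling system and AmpLite Red are added. After 20 min RT, fluorescence (525/598 nm) is read.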
Giardia killer: Giardia lamblia killing; 340,000 compounds, 0.15% hits; activity change, % at 7.66 µM, hits read low; Giardia lamblia trophozoite viability; in the data active = activity change below about -80%; inconclusive = between about -30% and that limit;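 also: parasites exposed to compound for two days anaerobically before the ATP read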
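Trophozoite viability was measured as ATP-dependent luminescence, read 15-30 min after reagent addition. Before that, parasites at 100 cells/well were exposed to compounds for 48 h, anaerobically, at 37 deg C.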
USP2a block: blocks human ubiquitin-specific protease USP2a | O75604 | USP2 core, Ub-CHOP2 coupled fluorogenic reporter, 485/531 | Potency, µM (top dose mostly 38.3 µM), inactives show at the highest dose activity change, negative = inhibition, usual class: inhibitors | 330,000 compounds, 0.01% hits;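 also: potency is read from the fitted curve at half-maximal effect; plate controls were DMSO wells for no effect and full inhibition by NEM control for full effect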
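Cell-free coupled assay: 10nM USP2 core preincubated 30min RT with compound in Tris-HCl pH 8.0/CaCl2/CHAPS buffer, then 25nM Ub-CHOP2 and 25nM reporter substrate; fluorescence (Ex 485/Em 531) read after 60min RT, normalized to NEM inhibition, concentration-response curves fitted.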
GALK inhibitor: blocks human galactokinase activity. Purified GALK, Kinase-Glo residual ATP luminescence. 270,000 compounds, 0.007% hits. Potency, µM (highest dose often 57.5 µM), for inactives: at the highest dose activity change, negative = inhibition, hits mostly inhibitors. P51570; also: potency is read from the fitted curve at half-maximal effect
Target sequence (P51570 whole entry, looked up): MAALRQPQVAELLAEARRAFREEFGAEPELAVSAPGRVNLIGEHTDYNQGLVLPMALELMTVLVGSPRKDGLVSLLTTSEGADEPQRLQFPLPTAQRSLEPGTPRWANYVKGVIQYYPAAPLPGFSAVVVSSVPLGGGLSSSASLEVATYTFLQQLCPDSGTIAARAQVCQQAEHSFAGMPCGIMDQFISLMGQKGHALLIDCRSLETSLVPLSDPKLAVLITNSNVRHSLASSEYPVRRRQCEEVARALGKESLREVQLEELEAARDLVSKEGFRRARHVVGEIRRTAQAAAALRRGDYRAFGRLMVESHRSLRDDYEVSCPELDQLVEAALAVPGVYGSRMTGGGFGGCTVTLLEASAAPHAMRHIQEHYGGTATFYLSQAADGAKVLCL
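Human GALK (5 nM) with 35 uM ATP and 100 uM galactose in 20 mM HEPES pH 8.0, 5 mM MgCl2, 60 mM NaCl, 1 mM DTT, 0.01% BSA. After 1 h at room temperature, leftover ATP was read by Kinase-Glo Plus luminescence.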
B2AR arrestin: recruits beta-arrestin to the human beta2-adrenergic receptor; Potency, µM (titrated, usually from 46.1 µM), inactives show at the top dose activation, hits mostly activators; beta-arrestin recruitment to beta2AR, cell-based reporter; P07550; AID 492947; 330,000 compounds, 0.02% hits;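 also: potency is read from the fitted curve at half-maximal effect; 0% = DMSO controls and full agonism = EC100 isoproterenol or metaproterenol; nearly all actives have a fitted effect of over 65% in size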
Starred values were filed as active, the others as inactive; ? = inconclusive; · = not tested or not shown. Unless noted, calls follow the shape of the dose curve; as a rule, active = well fitted curve in the direction sought with a large enough effect; inconclusive = small, poorly fitted or top-dose-only effect, or another doubt; inactive = no such curve, though single readings can be large; an effect the other way counts as inactive or inconclusive. Unless noted, % is scaled to controls: 0 for no effect and ±100 for the full control effect. Not a hit list; about 2.4% have a hit in one of these screens.

Values run as follows: KCNH2 3.1 inh	Eya2 inh	KCNH2 WT inh	Chronic BCR inh	uPA surface inh	PKM2 act	FBPA coupling cs	Giardia killer	USP2a block	GALK inhibitor	B2AR arrestin
1. Cc1[nH]c(=O)c(C#N)c2c1COC(C)(C)C2
    12.3	-11.0%	0.3	1.1%	2.9%	-8.0%	2.2	-0.7	-3.5%	0.6%	0.0%
2. CC(NC(=O)COC(=O)Cc1ccsc1)C1CC2CCC1C2 (configuration not stated)
    4.4	-7.0%	-3.7	0.3%	-1.6%	-0.1%	2.6	0.7	3.1%	3.1%	-0.4%
3. COc1cc(C(=O)Oc2ccc(Br)cc2C(=S)N2CCOCC2)cc(OC)c1OC
    1.9	-5.0%	4.2	6.4%	-7.6%	·	4.1	-11.7	2.8%	-2.3%	-0.2%
4. CS(=O)(=O)N(CC(=O)NCC1CCCO1)c1ccc(Cl)c(Cl)c1 (configuration not stated)
    9.6	-28.8%	-9.5	-15.6%	6.5%	1.4%	0.0	-2.7	-0.9%	0.3%	-0.4%
5. Cc1cccc(NC(=S)NC23CN4CN(CN(C4)C2)C3)c1C
    2.7	15.2%	-4.0	5.1%	-0.2%	-9.7%	0.7	-12.9	2.0%	3.9%	-0.2%
6. CC(NS(=O)(=O)c1ccccc1)C(c1cccs1)N1CCN(C)CC1 (configuration not stated)
    19.4	-4.9%	-4.9	-2.5%	-7.2%	-2.2%	5.4	-6.4	-1.3%	2.5%	0.2%
7. Cc1cc2nc(C(F)(F)F)cc(-c3cccs3)n2n1
    5.5	-14.8%	22.1	8.0%	-20.4%	-2.6%	-0.1	-3.6	9.2%	-3.0%	-0.5%
8. Cn1c(=S)ccc2ccccc21
    -9.2	-7.9%	-0.4	0.4%	5.0%	4.5%	-0.8	6.0	0.6%	-2.5%	0.0%
9. COC(=O)C1=C(C)N(c2ccc(Br)cc2)C(=O)/C1=C\c1ccco1
    7.0	-4.6%	-4.0	2.4%	-0.9%	-15.6%	5.0	-2.2	-4.4%	-0.8%	0.1%
10. Cc1cnc(C(=O)Nc2nnc(C)s2)cn1
    -1.6	8.8%	-7.4	-0.1%	-4.4%	3.1%	-0.5	-8.3	0.9%	0.0%	0.0%
11. O=C(Cc1n[nH]c(=O)c2ccccc12)OCC(=O)c1ccc(F)c(F)c1
    -6.7	6.8%	-5.7	-10.5%	3.8%	·	·	3.6	0.8%	·	6.9%
12. COC(=O)c1ccc(CSc2nnc(C)s2)cc1
    -5.9	8.7%	-2.2	?	7.5%	-0.2%	·	-11.2	1.7%	-1.7%	-0.2%
13. OCCC1CN(CCCc2ccccc2)CCN1Cc1ccc(F)cc1 (configuration not stated)
    -0.8	-5.3%	17.2	1.1%	0.8%	10.8%	5.1	-6.6	1.7%	6.0%	0.0%
14. CC(C)CCSc1nc2c(c(=O)[nH]c(=O)n2C)n1CCCc1ccccc1
    27.2	-9.9%	-0.1	?	-1.5%	-8.1%	3.1	-24.6	-2.1%	-0.7%	-0.4%
15. CCOc1ccc2nc(NC(=O)c3cc([N+](=O)[O-])ccc3N3CCOCC3)sc2c1
    -10.4	-0.7%	-5.4	?	-11.4%	0.4%	-0.5	-11.7	0.5%	-0.2%	-1.5%
16. CCOC(=O)C1=C(N)Oc2cc(O)ccc2C1c1cccnc1 (configuration not stated)
    1.3	-6.3%	7.9	?	1.1%	6.3%	-11.1	1.5	-1.0%	-0.6%	0.2%
17. CCN(CC)S(=O)(=O)c1ccc(-c2nnc(SCc3nnc(-c4ccc(C)cc4)o3)n2CC)cc1
    -3.1	1.8%	-1.2	2.4%	1.4%	2.0%	2.7	2.3	-0.8%	-4.4%	-0.2%
18. C=CCn1c(SC(C)C(=O)NCCC2=CCCCC2)nc2ccccc2c1=O (configuration not stated)
    -8.9	3.2%	4.0	13.8%	12.5%	6.5%	2.1	11.9	6.0%	1.2%	-0.2%
19. COC(=O)CSc1nnc(SCc2ccc(OC)cc2)s1
    -8.2	-4.0%	2.2	-11.4%	-4.8%	-11.8%	4.5	-3.1	1.1%	-1.4%	0.3%
20. CN(C)c1cccc(C(=O)NCC2CCCO2)c1 (configuration not stated)
    22.2	3.5%	3.1	4.4%	4.6%	4.2%	-0.6	3.3	0.0%	-1.0%	-0.2%
21. CCn1cc(C(=O)NC2CCCCC2C)c(=O)c2ccc(C)nc21 (configuration not stated)
    5.2	·	-6.6	·	0.0%	0.5%	-2.5	9.7	·	0.0%	·
22. COc1ccc(OC)c(NC(=O)c2c3c(nc4ccccc24)CCC3)c1
    -17.5	14.4%	15.2	-17.3%	·	4.5%	5.9	-3.4	-3.1%	-2.5%	-0.9%
23. CNC(=S)N=Nc1c(O)[nH]c2ccc(C(C)C)cc12
    -11.4	-1.4%	-0.3	-23.0%	-5.2%	11.2%	-1.6	-3.7	-0.2%	1.3%	-0.3%
24. Cn1c(=O)c2c(nc(CN3CCN(c4ccccc4)CC3)n2Cc2ccccc2F)n(C)c1=O
    ·	9.4%	·	1.8%	·	1.5%	0.6	·	0.1%	2.2%	0.2%
25. O=C(CN1CCOCC1)NCc1ccccc1
    -4.3	-12.4%	-5.4	-0.6%	·	-6.9%	1.6	-6.3	-6.0%	0.4%	-0.2%
26. CSc1ccccc1NC(=O)c1cc(Cl)sc1Cl
    0.6	-5.0%	2.7	?	6.6%	·	-1.2	-11.2	1.0%	-1.3%	0.2%
27. Cc1ccc(SCC(=O)NCc2ccncc2)cc1
    -2.1	2.1%	0.0	4.1%	-4.3%	-5.2%	4.4	-3.4	-0.6%	1.5%	-0.2%
28. CCOc1ccccc1NC(=S)N1CCN(c2nc(-c3ccc(F)cc3)cs2)CC1
    11.0	-9.3%	-18.0	?	11.5%	2.3%	-2.3	-9.7	-9.5%	-1.9%	-0.3%
29. O=C(COC(=O)c1cc([N+](=O)[O-])ccc1NCCO)Nc1cccc(S(=O)(=O)N2CCCC2)c1
    39.4	-3.4%	-3.0	11.0%	-2.3%	·	·	-7.4	-1.5%	·	0.4%
30. OCC1(Cc2cccc(Cl)c2)CCCN(Cc2sc(N3CCCC3)nc2Cl)C1 (configuration not stated)
    -6.5	-2.5%	-5.5	-1.0%	4.0%	-0.3%	1.1	1.0	-1.3%	-0.8%	0.3%
31. COc1ccc(-c2cc(C(F)(F)F)n3ncc(C(=O)N4CCCCC4c4cccnc4)c3n2)cc1 (configuration not stated)
    -10.6	-11.8%	-8.5	-14.3%	0.0%	-15.0%	-6.4	7.2	-1.8%	5.2%	-0.1%
32. CS(=O)(=O)Nc1ccc(C(=O)Nc2cccc([N+](=O)[O-])c2)cc1
    2.4	-20.8%	-7.6	2.6%	-6.1%	1.6%	-2.9	9.8	1.0%	-2.7%	-0.1%
33. Cc1ccc(NC2(C#N)C(=O)Nc3ccccc32)cc1 (configuration not stated)
    6.1	25.6%	-2.9	-6.2%	-4.9%	-9.0%	-20.4	13.7	1.5%	-2.1%	-0.4%
34. Cc1ccc(S(=O)(=O)NCc2ccco2)cc1C(N)=O
    -4.3	1.5%	4.5	-0.6%	5.6%	·	2.0	13.2	-0.4%	8.6%	-0.1%
35. O=C(Cn1c(/C=C/c2ccccc2)nc2ccccc21)Nc1ccc(F)cc1
    -3.4	-0.5%	-9.7	-16.3%	-7.4%	-9.3%	-0.3	-7.0	-1.0%	0.1%	-0.5%
36. N#Cc1ccc(C(=O)NNC(=O)c2cccc(S(=O)(=O)N3CCOCC3)c2)cc1
    -4.3	1.7%	-4.5	-0.7%	2.6%	·	·	0.1	-2.0%	·	-1.1%
37. COc1ccc(C(=O)CN2CCN(c3ccc(Cl)cc3)CC2)cc1OC
    -18.9	-2.0%	46.1	-9.1%	-5.9%	·	-2.1	-1.4	0.4%	·	-1.1%
38. CC(=O)Nc1cccc(OCC(=O)NS(=O)(=O)c2ccc(Cl)cc2)c1
    7.4	17.6%	-0.6	-0.5%	1.8%	-0.3%	19.0	3.9	2.2%	1.4%	0.3%
39. Cc1ccc(S(=O)(=O)NCC2CCCO2)cc1 (configuration not stated)
    6.2	4.4%	8.8	4.7%	1.2%	-3.6%	-2.7	9.9	1.2%	1.1%	0.1%
40. CCC1(c2ccccc2)NC(=O)N(CC(=O)Nc2cccc(S(=O)(=O)N3CCCCC3)c2)C1=O (configuration not stated)
    9.2	1.4%	-2.4	-9.8%	1.9%	·	·	10.2	0.9%	·	-0.3%
41. CN(CCO)c1cc(N(C)CCO)c([N+](=O)[O-])cc1[N+](=O)[O-]
    3.5	-2.2%	-7.1	9.3%	-1.0%	-13.3%	3.7	-12.9	-4.2%	-0.9%	-0.9%
42. Cc1[nH]c2ccc(C(=O)N3CCN(C)CC3)cc2c1C
    9.7	-1.1%	-30.5	2.7%	-8.9%	·	-0.2	18.3	2.0%	-5.7%	-1.0%
